Screens: PubChem BioAssay, National Center for Advancing Translational Sciences (NCATS)
Nrf2 activator: activators of Nrf2 (ARE) signaling | AID 624171 | Potency, µM (highest dose often 46.1 µM), without a hit: top-dose activation, most hits filed as activators | actives 0.31% (n = 410,000) | AREc32 ARE-luciferase reporter (MCF7-derived line), luminescence, 24 h; further: potency means the concentration at half of the fitted maximal effect; % of control where 0% means no effect; nearly all actives have a fitted effect of over 65% in size
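Luminescent ARE reporter assay in AREc32_Fluc cells: overnight plating at 37 deg C, 24 hr compound incubation, Steady-Glo added, 30 min RT before reading.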
IL-2 act: IL-2 activation; IL-2 activation reporter assay, cell-based qHTS; stimulated with anti-CD3/CD4/CD28 beads; in transgenic mouse T cells; activation, % (series mostly up to about 46 µM); actives 0.065% (n = 360,000); AID 652025; in the data active means activation above about 50%; inconclusive means mostly about 30% to 49%; further: 0% is about no effect
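Readout: EGFP and DsRed signals by fluorescent plate cytometry. Unstimulated transgenic mouse T cells received compound 60 min before antibody-bead stimulation, then incubated 18 h at 37 degrees C.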
ATXN2 expr inh: reduces ATXN2 reporter expression in HEK-293 cells; AID 1745845; Potency, µM (titrated, usually from 57 µM), without a hit: at the highest dose activity change, negative = inhibition, hits mostly inhibitors; actives 0.72% (n = 360,000); HEK-293 ATXN2-luciferase reporter, luminescence, 24 h; further: potency means the concentration at half of the fitted maximal effect; on the % scale 0 is the no-effect control and ±100 the full control effect; nearly all actives have a fitted effect of over 55% in size
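qHTS (up to 57 uM final) was run with 24 h compound exposure of reporter cells at 37 °C. Each well was multiplexed: SteadyGlo luminescence measured ATXN2-luciferase expression after a fluorogenic Gly-Phe-AFC viability readout (25 uM final).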
Nrf2 block: Nrf2 pathway inhibition. A549 ARE-Fluc reporter, luciferase luminescence, 18-24 h. Potency, µM (titrated, usually from 46 µM), inactives show at the highest dose activity change, negative = inhibition, hits mostly inhibitors. actives 2.1% (n = 360,000). AID 504444; further: potency means the concentration at half of the fitted maximal effect; on the % scale 0 is the no-effect control and ±100 the full control effect; nearly all actives have a fitted effect of over 60% in size
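In this cell-based qHTS, ARE-driven firefly luciferase in A549 cells reports Nrf2 activity; the luminescent signal after BugLite lysis is the measured value, with a prior CellTiter-Fluor read for cell health.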
TGFb inhibitor: inhibitors of TGF-b signaling; HepG2 CAGA-GFP TGF-b/SMAD3 reporter, GFP fluorescence, 18 h; TGF-beta stimulated, 500 pg/mL final; Potency, µM (doses to about 46.1 µM), for inactives: top-dose activity, negative = inhibition, usual class: inhibitors; actives 1.2% (n = 410,000); further: potency means the concentration at half of the fitted maximal effect; on the % scale 0 is the no-effect control and ±100 the full control effect; nearly all actives have a fitted effect of over 65% in size
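HEPG2 CAGA-GFP reporter cells (1000/well, DMEM with 1% FBS) received compounds, then recombinant TGF-beta at 500 pg/mL final for 18 hours at 37 degrees C. Per-cell GFP summed per well was normalised to unstimulated and stimulated DMSO controls before curve fitting.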
A549 viability: A549 cytotoxicity, counter-screen for Nrf2 inhibitors; actives 0.16% (n = 390,000); A549 ARE-Fluc cells, CellTiter-Fluor viability, 18-24 h; Potency, µM (top dose mostly 46 µM), for inactives: at the highest dose activity change, negative = cytotoxicity, usual class: inhibitors; further: potency means the concentration at half of the fitted maximal effect; on the % scale 0 is the no-effect control and ±100 the full control effect
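A549 ARE-Fluc cells in 5% FBS OPTI-MEM, 5000 cells/well, rested 2 h then exposed to compounds in concentration-response for 18-24 h at 37 °C. Viability by CellTiter-Fluor fluorescence (Ex 405/Em 525) after 30 min; luciferase luminescence (BugLite, 15 min, RT) read afterwards.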
HepG2 viability: kills HepG2 cells in TGF-b inhibitor counter-screen. HepG2 CAGA-GFP viability, ATP luminescence, 18 h. Potency, µM (top dose mostly 46.1 µM), for inactives: at the top dose activity change, negative = cytotoxicity, usual class: cytotoxic. actives 0.76% (n = 410,000); further: potency means the concentration at half of the fitted maximal effect; some results filed as inactive show a strong effect at the top dose
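CellTiter-Glo luminescence gave cytotoxicity after 18 hours at 37 degrees C. The cells were HepG2 CAGA-GFP in 1% FBS DMEM, stimulated with 500 pg/mL TGF-beta after compound addition. %Activity was normalised to no-cell wells (complete cell-killing) and DMSO (no toxicity), and curves were fitted and classified.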
S2 tox: cell viability loss in ATXN counter-screen. S2 cells (HEK-293 line with an ATXN2-luciferase reporter) viability, CellTiter-Fluor protease fluorescence, 24 h. Potency, µM (titrated, usually from 56.7 µM), usual class: cytotoxic. actives 0.49% (n = 400,000). AID 651635; further: potency means the concentration at half of the fitted maximal effect; nearly all actives have a fitted effect of over 40% in size
EPAC2 agonist: EPAC2 (human) agonism; EPAC2 activation, biochemical qHTS; response scale: 100% = 6.5 mM cAMP response; Potency, µM (doses to about 154 µM), for inactives: at the highest dose activation, actives largely listed as activators; actives 0.079% (n = 360,000); AID 720711; further: potency means the concentration at half of the fitted maximal effect; nearly all actives have a fitted effect of over 50% in size
Target sequence (Q8WZA2 whole entry, looked up): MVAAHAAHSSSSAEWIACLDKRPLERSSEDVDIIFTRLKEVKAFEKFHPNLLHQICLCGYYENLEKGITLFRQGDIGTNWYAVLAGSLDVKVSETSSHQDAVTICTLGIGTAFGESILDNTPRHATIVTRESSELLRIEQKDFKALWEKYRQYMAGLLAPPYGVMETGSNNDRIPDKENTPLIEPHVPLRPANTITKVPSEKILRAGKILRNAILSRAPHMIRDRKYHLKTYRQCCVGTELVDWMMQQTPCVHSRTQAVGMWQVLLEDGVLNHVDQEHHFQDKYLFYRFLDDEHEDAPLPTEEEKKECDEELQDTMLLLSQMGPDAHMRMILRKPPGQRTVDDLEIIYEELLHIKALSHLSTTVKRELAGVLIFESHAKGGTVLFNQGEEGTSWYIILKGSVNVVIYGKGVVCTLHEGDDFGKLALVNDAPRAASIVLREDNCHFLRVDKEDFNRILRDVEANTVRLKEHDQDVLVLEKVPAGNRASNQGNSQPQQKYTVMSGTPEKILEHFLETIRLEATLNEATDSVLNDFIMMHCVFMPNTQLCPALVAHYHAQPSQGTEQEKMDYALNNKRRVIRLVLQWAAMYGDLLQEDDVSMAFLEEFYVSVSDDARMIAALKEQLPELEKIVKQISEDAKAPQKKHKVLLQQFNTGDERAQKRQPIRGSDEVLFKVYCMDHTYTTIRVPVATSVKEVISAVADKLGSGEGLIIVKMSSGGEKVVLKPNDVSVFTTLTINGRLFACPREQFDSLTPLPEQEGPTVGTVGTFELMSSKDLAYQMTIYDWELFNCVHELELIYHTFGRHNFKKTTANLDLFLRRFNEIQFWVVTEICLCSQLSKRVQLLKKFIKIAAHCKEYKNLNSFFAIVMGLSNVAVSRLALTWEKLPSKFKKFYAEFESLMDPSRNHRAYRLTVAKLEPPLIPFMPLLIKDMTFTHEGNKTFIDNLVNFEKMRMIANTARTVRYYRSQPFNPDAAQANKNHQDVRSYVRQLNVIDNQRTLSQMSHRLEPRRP
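Guanine nucleotide exchange by EPAC2 is measured as reduced fluorescence of BODIPY-GDP once it is released from 250 nM Rap1B. Plates are read kinetically for 30 min at room temperature; results are scaled to 6.5 mM cAMP.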
Active calls of the source: *; i = inactive; ? = inconclusive; . = not tested or not shown; [ ] = dose if it differs, or a comment. Unless noted, the call rests on the fitted dose curve; in most records, active means well fitted curve in the direction sought with a large enough effect; inconclusive means small, poorly fitted or top-dose-only effect, or another doubt; inactive means no such curve, though single readings can be large; an effect the other way counts as inactive or inconclusive.

mol	Nrf2 activator	IL-2 act	ATXN2 expr inh	Nrf2 block	TGFb inhibitor	A549 viability	HepG2 viability	S2 tox	EPAC2 agonist
CCn1c(SCC(=O)Nc2cccc(OC)c2)nnc1-c1ccc(Cl)cc1	0.4%	-1.6	-25%	26µM*	?	-12%	-8%	i	-4%
Cc1ccc(NC(=O)CN(C)C(=O)CCC(=O)c2cccs2)cc1	0.1%	0.2	-1%	7%	-10%	3%	17%	i	-9%
CC(=O)NC(NC(C)=O)c1ccc(Br)cc1	0.1%	-0.2	5%	28%	-5%	12%	-13%	i	0%
Cc1ccccc1-n1c(SCC(=O)Nc2cccc3ccccc23)nc(O)cc1=O	0.2%	-2.0	2%	-16%	-1%	-6%	12%	i	4%
CCC(=O)NC(c1cccs1)c1cc([N+](=O)[O-])c2cccnc2c1OC (centres undefined)	0.5%	-0.4	6%	.	-7%	.	-10%	i	-5%
Cc1ccc(NC(=O)COc2cccc(-n3cnnn3)c2)cc1[N+](=O)[O-]	-0.8%	-0.3	-7%	-3%	6%	-6%	10%	i	8%
CC(C)Cc1ccc(C(C)NC(=O)Cc2ccc(S(=O)(=O)N3CCOCC3)s2)cc1 (centres undefined)	2.8%	-0.5	?	?	-20%	-16%	-29%	?	-15%
COc1cc(OC)cc(C(=O)NCC(=O)OCC(=O)NC2CCCc3ccccc32)c1 (centres undefined)	0.3%	0.0	-2%	-2%	-2%	-4%	3%	?	-4%

Brought forward from above: 2 compounds; new compounds follow.
mol	Nrf2 activator	IL-2 act	ATXN2 expr inh	Nrf2 block	TGFb inhibitor	A549 viability	HepG2 viability	S2 tox	EPAC2 agonist
CC(C)Cc1ccc(C(C)NC(=O)Cc2ccc(S(=O)(=O)N3CCOCC3)s2)cc1 (centres undefined)	2.8%	-0.5	?	?	-20%	-16%	-29%	?	-15%
COc1cc(OC)cc(C(=O)NCC(=O)OCC(=O)NC2CCCc3ccccc32)c1 (centres undefined)	0.3%	0.0	-2%	-2%	-2%	-4%	3%	?	-4%
COc1cc(C(=O)Nc2ccc(C(=O)O)cc2)ccc1OC(C)=O	0.0%	-0.4	-9%	8%	13%	-1%	-33%	i	7%
CCc1ccc(-c2nc(CN3CCCC(C(=O)N4CCN(c5cc(Cl)ccc5C)CC4)C3)c(C)o2)cc1 (centres undefined)	5.7%	.	20µM*	?	?	?	-43%	16µM*	.
CCOC(=O)c1ccc(NC(=O)c2nc[nH]c2C(=O)N[C@H](C)c2ccccc2)cc1	-4.3%	-0.8	32µM*	16µM*	?	?	-40%	?	-11%
CC(OC(=O)Cc1coc2cc3c(cc12)CCC3)C(=O)NCc1ccc2c(c1)OCO2 (centres undefined)	-0.5%	0.8	-12%	3%	1%	-3%	5%	i	-76%[inhibitor]
CCOC(=O)C1=C(CN2CCN(c3ccc(OC)cc3)CC2)NC(=O)NC1c1ccc(Cl)cc1 (centres undefined)	-0.1%	.	?	?	?	-24%	-17%	.	.
CCCOc1cccc(C(=O)NC(=S)Nc2cccc(NC(=O)c3ccccc3Cl)c2)c1	0.2%	-2.2	-9%	?	?	-3%	-44%	i	-4%
CCC(C)NC(=O)c1ccccc1SC (centres undefined)	0.2%	1.4	-21%	10%	-9%	3%	-13%	i	-2%
C/C(=N\NC(=S)Nc1c(C)cccc1C)c1ccc(O)cc1	0.4%	-2.1	-26%	0%	?	-6%	-20%	i	-1%
CSc1cccc(NC(=O)C2C3C=CC4(O3)C2C(=O)N(CCCN2CCOCC2)C4C(=O)NC2CCCCC2)c1 (centres undefined)	0.0%	0.1	-1%	4%	-3%	-7%	-7%	i	10%
O=C(NCc1ccccc1)Nc1cccn(Cc2ccc(Cl)cc2)c1=O	13%	-0.6	-37%	5%	0%	13%	-1%	?	6%
O=C(Nc1nccs1)c1ccc(-c2ccc([N+](=O)[O-])cc2)o1	2.2%	0.6	34%[11.3 µM]	?	-5%	-4%	-6%	.	3%
O=C(Cc1ccccc1F)Nc1nc(-c2cccs2)cs1	11%	-2.1	75%[activator]	1%	3%	-8%	-33%	i	19%
COc1ccccc1C=NN=C1c2ccccc2-c2ccccc21	9.0%	-1.0	8%	3%	6%	-9%	2%	i	4%
CCOC(=O)c1sc(NC(=O)CN2CCCC2)c(C(=O)OCC)c1C	-0.4%	-1.1	22%	-19%	12%	-1%	7%	i	1%
O=C(CCN1C(=O)[C@H]2CC=CC[C@H]2C1=O)NCc1nc(-c2ccccc2)no1	0.2%	-2.5	-8%	0%	-4%	0%	1%	i	10%
CC(=O)c1cccc(NC(=O)CSc2nc(=O)n(Cc3ccco3)c3c2CCC3)c1	3.3%	.	-34%	.	-28%	3%	4%	?	.

Single records, from the list above. Order of screens: Nrf2 activator, IL-2 act, ATXN2 expr inh, Nrf2 block, TGFb inhibitor, A549 viability, HepG2 viability, S2 tox, EPAC2 agonist
O=C(Nc1nccs1)c1ccc(-c2ccc([N+](=O)[O-])cc2)o1 across the screens: 2.2%, 0.6, 34%[11.3 µM], ?, -5%, -4%, -6%, ., 3%
CC(=O)c1cccc(NC(=O)CSc2nc(=O)n(Cc3ccco3)c3c2CCC3)c1 across the screens: 3.3%, ., -34%, ., -28%, 3%, 4%, ?, .

Following part
mol	Nrf2 activator	IL-2 act	ATXN2 expr inh	Nrf2 block	TGFb inhibitor	A549 viability	HepG2 viability	S2 tox	EPAC2 agonist
O=C(Nc1cccc(-c2cc3ccccc3oc2=O)c1)c1ccc(Br)o1	0.2%	-0.3	-8%	?	?	-9%	-20%	i	12%
CN(C)CCNC(=O)C(=O)NCC1OCCN1S(=O)(=O)c1ccc(F)cc1 (centres undefined)	-1.5%	-1.6	.	.	5%	.	-58%	?	16%
COc1cc(C(=O)CSc2nnc(-c3ccc(O)cc3)n2CC2CCCO2)ccc1NC(C)=O (centres undefined)	-0.7%	-2.2	-4%	4%	-1%	1%	-1%	i	-5%
Cc1nnc(C)n1/N=C/c1ccc(C(=O)O)cc1	0.0%	-1.7	5%	?	9%	3%	-25%	i	3%
N#Cc1ccc(OCC(=O)N2CCN(S(=O)(=O)c3cccc(Cl)c3)CC2)cc1	-0.2%	-1.8	-11%	?	-10%	-10%	6%	i	2%
CC(OC(=O)c1nccnc1N)C(=O)Nc1ccc(S(=O)(=O)N2CCCC2)cc1 (centres undefined)	-0.2%	-4.3	-22%	21%	-2%	5%	-9%	i	10%
CN(C)N1C(N)=C(C#N)C(c2cccnc2)C2=C1CCCC2=O (centres undefined)	0.4%	-5.7	-9%	3%	14%	1%	16%	i	3%
COc1ccccc1-c1nc(SCC(=O)Nc2ccc(C)c(C)c2)n[nH]1	8.1%	.	?	?	?	-1%	-5%	i	.
COc1ccc(NC(=O)c2ccc3c(=O)n4nc(Nc5cccc(Cl)c5C)sc4nc3c2)cc1	-1.4%	.	.	11%	-15%	6%	-19%	.	.
Cc1ccc2nc(-c3ccc(NC(=O)Cc4cccs4)cc3)[nH]c2c1	7.8%	-2.9	-10%	.	?	?	-65%	i	6%
CC1C=CC(C)C(C(=O)O)C1C(=O)O (centres undefined)	-0.6%	-0.6	-4%	7%	2%	2%	-17%	i	9%
CCn1nnc2c(=O)oc3ccccc3c21	4.9%	2.1	-18%	1%	3%	-8%	6%	i	2%
COc1ccc(-c2cc(C3CCN(c4ccc(C(C)=O)cc4[N+](=O)[O-])CC3)[nH]n2)cc1	-0.5%	-3.8	?	16µM*	-23%	?	-39%	?	5%
CC(C)c1ccc(OC(=O)c2ccc3c(=O)n4c(nc3c2)CCC4)cc1	4.0%	-0.5	-4%	-6%	7%	8%	-2%	i	-23%
Cn1c(=O)[nH]c(=O)c2c1nc1n2CC(COc2ccc3ccccc3c2)O1 (centres undefined)	0.3%	-2.6	-17%	-8%	19%	1%	14%	i	9%
Fc1ccc(-c2csc3[n+]2CCS3)cc1	-0.5%	-2.9	-4%	16µM*	6%	-22%	-11%	i	14%
CCOC(=O)c1c(C)[nH]c(C)c1S(=O)(=O)N(C)CC(=O)Nc1ccc(CC)cc1	5.0%	.	-6%	?	?	8%	-19%	i	.
Cc1ccc(S(=O)(=O)CCC(=O)OCc2ccc(S(=O)(=O)C(C)C)cc2)cc1	1.9%	-0.8	.	5%	3%	-1%	21%	i	1%
O=C1CC2(CCCC2)Oc2ccccc21	-0.2%	0.2	-3%	0%	4%	12%	-12%	i	7%
O=c1c(-c2ccco2)[n+]([O-])c2ccccc2n1OCc1c(F)cccc1F	0.71µM*	-4.6	-27%	11%	7%	1%	6%	i	12%
Nc1nc(-c2ccc(Br)cc2)cc(C(F)(F)F)n1	-0.4%	-1.1	7%	1%	0%	-15%	-5%	i	-1%
Cc1c[n+]([O-])cc(C)c1Oc1ccccc1	-0.2%	1.2	14%	0%	8%	0%	0%	?	3%
Cc1cc(C)cc(N(CCC#N)C(=O)COC(=O)c2ccccc2SCC(=O)N2CCCC2)c1	1.3%	-4.6	2%	4%	0%	-12%	-12%	i	-15%
c1ccc(CN2CCN(c3ncnc4c3[nH]c3ccccc34)CC2)cc1	0.1%	-7.3	?	15µM*	?	-19%	-29%	?	7%
O=C(NC1CCN(C(=S)Nc2ccc(F)cc2)CC1)c1ccco1	20%	-0.4	-5%	-4%	-1%	1%	-7%	i	3%
